# Screening data as filed in PubChem BioAssay.
# CCT modulator: cytosolic chaperonin activity modulation; AID 651819; activity change, % (no concentration beside the values), hits read low; 360,000 compounds, 0.3% hits; purified chaperonin ATPase assay, HTRF ADP detection, 30 min; in the data active means activity change below about -30%; further: on the % scale 0 is the no-effect control and ±100 the full control effect
#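 Nucleotide hydrolysis assay: TRiC at 20–40 nM final (set by batch activity) with 10 uM ATP, 30 min at 37 °C, in presence of 76 uM compound. Detection by competitive ADP HTRF, 30 min ambient.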
# A549 tox: counter-screen for Nrf2 inhibitors: cytotoxicity in A549 cells. A549 ARE-Fluc cells, CellTiter-Fluor viability, 18-24 h. Potency, µM (highest dose often 46 µM), inactives show top-dose activity change, negative = cytotoxicity, most hits filed as inhibitors. 390,000 compounds, 0.16% hits; further: potency means the concentration at half of the fitted maximal effect; on the % scale 0 is the no-effect control and ±100 the full control effect
#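 A549 ARE_Fluc cells in 5% FBS OPTI-MEM were exposed to compounds in concentration-response for 18-24 h at 37 deg C. Viability was read by CellTiter-Fluor fluorescence (Ex 405/Em 525) after 30 min, before the luciferase read.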
# Nrf2 block: blocks Nrf2 signaling. A549 ARE-Fluc reporter, luciferase luminescence, 18-24 h. Potency, µM (highest dose often 46 µM), without a hit: at the top dose activity change, negative = inhibition, actives largely listed as inhibitors. 360,000 compounds, 2.1% hits. AID 504444; further: potency means the concentration at half of the fitted maximal effect; on the % scale 0 is the no-effect control and ±100 the full control effect; nearly all actives have a fitted effect of over 60% in size
#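 Nrf2 activity is the BugLite luminescence, read 15 min after reagent at room temperature, following CellTiter-Fluor cytotoxicity readout (30 min, 37C). Compound titrations were applied for 18-24 h to 5000 A549 ARE_Fluc cells/well in 5% FBS OPTI-MEM.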
# pAkt inh: blocks phosphorylation of Akt; Neuro2A IGF-stimulated pAkt S473 HTRF, 20 min; hits give low values; activity change, % for hits at 50 µM; 360,000 compounds, 0.32% hits; AID 651550; in the data active means activity change below about -80%; inconclusive means mostly about -51% to -80%; further: on the % scale 0 is the no-effect control and ±100 the full control effect
#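 Neuro2A cells (4,500/well, DMEM with 0.5% FBS) were treated with compound at a single 50 µM final concentration, stimulated with 6 nM IGF for 20 min at 37 °C, and lysed. Phospho-Akt Ser473 was read by HTRF as 665/615 ratio ×10^4.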
# Mm-Cpn inhibitor: blocks the Methanococcus maripaludis chaperonin Mm-Cpn; purified Mm-Cpn ATPase, ADP Transcreener TR-FRET; Potency, µM (titrated, usually from 76.9 µM), inactives show at the highest dose activity, negative = inhibition, hits mostly inhibitors; 330,000 compounds, 0.031% hits; AID 504842; further: potency means the concentration at half of the fitted maximal effect; on the % scale 0 is the no-effect control and ±100 the full control effect; nearly all actives have a fitted effect of over 80% in size
#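 25 nM Mm-CPN + cpd, 10 min 37°C; + 10 uM ATP, 30 min 37°C; buffer 30 mM Tris pH 7.4, 100 mM KCl, 5 mM MgCl2, 1 mM DTT; Transcreener ADP HTRF detection 30 min RT.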
# Nrf2 activator: Nrf2 pathway activation; AREc32 ARE-luciferase reporter (MCF7-derived line), luminescence, 24 h; Potency, µM (series often up to 46.1 µM), inactives show at the highest dose activation, actives largely listed as activators; 410,000 compounds, 0.31% hits; AID 624171; further: potency means the concentration at half of the fitted maximal effect; % of control where 0% means no effect; nearly all actives have a fitted effect of over 65% in size
#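 Each well held 1000 AREc32 cells, which were incubated with compound for 24 hr at 37 deg C after overnight attachment, and ARE reporter activity was quantified by firefly luciferase luminescence.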
# TGFb inhibitor: inhibitors of TGF-b signaling | 410,000 compounds, 1.2% hits | Potency, µM (series often up to 46.1 µM), inactives show at the highest dose activity, negative = inhibition, hits mostly inhibitors | AID 588855 | HepG2 CAGA-GFP TGF-b/SMAD3 reporter, GFP fluorescence, 18 h; TGF-beta stimulated, 500 pg/mL final; further: potency means the concentration at half of the fitted maximal effect; on the % scale 0 is the no-effect control and ±100 the full control effect; nearly all actives have a fitted effect of over 65% in size
#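 Inhibition of TGF-beta-driven CAGA-GFP reporter expression in HEPG2 cells is measured by cellular GFP fluorescence after 18 h stimulation with 500 pg/mL recombinant TGF-beta in 1% FBS medium at 37 degrees C.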
# ATXN viability: reduces viability in counter-screen for ATXN expression inhibitors; S2 cells (HEK-293 line with an ATXN2-luciferase reporter) viability, CellTiter-Fluor protease fluorescence, 24 h; Potency, µM (top dose mostly 56.7 µM), most hits filed as cytotoxic; 400,000 compounds, 0.49% hits; AID 651635; further: potency means the concentration at half of the fitted maximal effect; nearly all actives have a fitted effect of over 40% in size
# HepG2 tox: counter-screen for TGF-b inhibitors: cytotoxicity in HepG2 cells. HepG2 CAGA-GFP viability, ATP luminescence, 18 h. Potency, µM (doses to about 46.1 µM), for inactives: at the highest dose activity change, negative = cytotoxicity, actives largely listed as cytotoxic. 410,000 compounds, 0.76% hits; further: potency means the concentration at half of the fitted maximal effect; some results filed as inactive show a strong effect at the top dose
#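 HepG2 CAGA-GFP cells (1000/well, DMEM with 1% FBS) received compound, then TGF-beta at 500 pg/mL final, and were incubated 18 hours at 37 degrees C. Viability was read by CellTiter-Glo luminescence. Media-only wells were set as complete cell-killing and DMSO as no toxicity.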
# The depositor's hits bear a star; i = inactive; ? = inconclusive; / = not tested or not shown; [ ] = dose if it differs, or a comment. Unless noted, the call rests on the fitted dose curve; in most records, active means well fitted curve in the direction sought with a large enough effect; inconclusive means small, poorly fitted or top-dose-only effect, or another doubt; inactive means no such curve, though single readings can be large; an effect the other way counts as inactive or inconclusive.
SMILES,CCT modulator,A549 tox,Nrf2 block,pAkt inh,Mm-Cpn inhibitor,Nrf2 activator,TGFb inhibitor,ATXN viability,HepG2 tox
Cc1ccc(C(=O)N2CCN(C(=O)C3CCCO3)CC2)cc1 (stereo unspecified),0.7,3.0%,16.2%,i,1.0%,-0.7%,9.8%,i,-3.4%
O=C(N[C@@H](Cc1ccccc1)C(=O)N1CCN(S(=O)(=O)c2cccc(F)c2)CC1)c1ccco1,-1.0,5.0%,2.6%,i,0.8%,-0.7%,-0.7%,i,-8.2%
CCOC(=O)c1cnc2ccc(OCC)cc2c1N1CCN(c2ccccc2)CC1,-0.6,-3.0%,-6.6%,i,-4.4%,2.6%,?,i,-25.5%
Cc1cc(Br)cc(Cl)c1OC(=O)c1cnccn1,1.4,0.7%,3.7%,i,0.0%,-0.7%,-0.2%,i,-1.9%
COc1ccc(-c2nnc(SCC(=O)Nc3cccc(F)c3)s2)cc1,/,4.2%,/,/,/,-1.8%,4.0%,i,4.1%
CCN(CC)C(=O)c1ccccc1NS(C)(=O)=O,-5.9,1.4%,0.7%,i,?,-0.6%,-6.1%,i,-8.8%
O=C(CN1CCCC1)Nc1ccccc1Sc1ccc(Cl)cc1,-35.0*,18.3%,5.1%,i,-5.6%,1.9%,-17.9%,i,-18.5%
O=C(Nc1nnc2n1CCS2)c1ccc(F)cc1F,/,-0.5%,/,/,/,1.4%,-1.9%,/,-7.2%
COc1ccc(/C=N/N=C2/C(=O)Nc3ccccc32)cc1O,-1.4,0.0%,8.8%,i,-4.4%,27.4%,8.7%,i,-13.9%
O=C(Cc1ccc(Cl)c(Cl)c1)Nc1cccc(S(=O)(=O)N2CCOCC2)c1,0.2,11.3%,?,i,-0.9%,0.1%,-8.6%,i,-28.9%
COc1ccc(S(=O)(=O)Nc2c(C)n(C)n(-c3ccccc3)c2=O)cc1,-3.7,2.2%,4.9%,i,/,0.0%,19.9%,i,75.6%
CCOc1ccc(N(CC(=O)NCc2ccc(F)cc2)C(=O)CCC(=O)Nc2nccs2)cc1,0.4,0.7%,-1.9%,i,2.1%,0.0%,1.5%,i,-3.7%
C[C@]12c3[nH]c4cc(-c5ccco5)ccc4c3CCN1C(=O)[C@@H](CC(=O)NCc1ccco1)C[C@@H]2C(=O)N1CCOCC1,0.7,-2.3%,1.3%,i,-0.1%,7.2%,-41.8%,i,4.5%
Cc1ccccc1NC(=O)CSCc1nc(N)nc(Nc2ccccc2C)n1,-0.5,1.7%,6.4%,i,0.9%,3.3%,3.4%,i,-17.5%
Cc1ccccc1OCC(=O)OCC(=O)c1c[nH]c2ccccc12,-0.4,-3.2%,14.2%,i,-6.4%,-0.8%,-2.3%,i,2.6%
CCCCN(CC)C(=O)Cn1cnc2ccc(S(=O)(=O)N3CCC(C)CC3)cc2c1=O,-3.9,-0.2%,-4.4%,i,0.1%,0.4%,0.0%,i,7.3%
CN(C(=O)CSc1nc2ccccc2c(=O)n1-c1ccccc1Cl)C1CCS(=O)(=O)C1 (stereo unspecified),-1.3,-11.9%,-16.6%,i,-2.6%,2.5%,9.2%,?,-7.2%
Cc1ccc(NC(=S)NC(=O)c2ccc(-c3ccccc3)cc2)c(C)c1,0.4,?,/,i,-0.3%,-0.2%,-3.2%,i,-4.6%
COCOc1ccc(/C=C/C(=O)c2c(O)cc(OCOC)cc2OCOC)cc1,1.4,1.3%,4.9%,i,/,15.9%,-23.2%,i,-44.9%
C/C(=N/NC(=O)c1ccc(C)s1)c1cccc(NC(=O)COc2ccc(Cl)cc2Cl)c1,-0.7,5.2%,/,i,0.6%,0.4%,10.7%,i,8.6%

# Entries of single compounds, quoted from the list. Order of values: CCT modulator | A549 tox | Nrf2 block | pAkt inh | Mm-Cpn inhibitor | Nrf2 activator | TGFb inhibitor | ATXN viability | HepG2 tox
# `CCCCN(CC)C(=O)Cn1cnc2ccc(S(=O)(=O)N3CCC(C)CC3)cc2c1=O` reads -3.9 | -0.2% | -4.4% | i | 0.1% | 0.4% | 0.0% | i | 7.3%
# `COc1ccc(S(=O)(=O)Nc2c(C)n(C)n(-c3ccccc3)c2=O)cc1` reads -3.7 | 2.2% | 4.9% | i | / | 0.0% | 19.9% | i | 75.6%
# `C/C(=N/NC(=O)c1ccc(C)s1)c1cccc(NC(=O)COc2ccc(Cl)cc2Cl)c1` reads -0.7 | 5.2% | / | i | 0.6% | 0.4% | 10.7% | i | 8.6%

# Next part.
SMILES,CCT modulator,A549 tox,Nrf2 block,pAkt inh,Mm-Cpn inhibitor,Nrf2 activator,TGFb inhibitor,ATXN viability,HepG2 tox
CC(=O)Nc1cccc(C(=O)N/N=C/c2ccc(C)o2)c1,0.8,-0.4%,8.5%,i,1.3%,0.1%[9.22 µM],-0.1%,i,1.1%
CCc1nnc(SCC(=O)Nc2ccc(N3CCOCC3)cc2)o1,1.9,-2.8%,3.8%,i,0.6%,0.0%,3.5%,i,10.1%
Cc1cccc(N(CC(=O)NCC2CCCO2)C(=O)CCC(=O)Nc2cc(C)on2)c1 (stereo unspecified),1.2,-14.3%,6.7%,i,0.3%,-0.2%,0.8%,i,-5.8%
Cc1occc1C(=O)N1CCN(c2ncccn2)CC1,-1.1,-11.1%,-16.1%,i,-1.5%,-0.4%,1.5%,i,4.5%
Cc1ccc(OCC(=O)NCC(=O)n2nc(C)cc2C)cc1,-3.6,0.6%,0.0%,i,-0.1%,-0.2%,-13.2%,?,-0.2%
CC(NC(=O)c1ccc2c(c1)N(Cc1ccc(Cl)cc1)C(=O)c1ccccc1S2=O)c1ccccc1 (stereo unspecified),/,-6.3%,-4.5%,/,/,0.5%,?,i,-4.3%
CCOc1ccc(NC(=S)NC(=O)c2c(Cl)c(C)nn2C)c([N+](=O)[O-])c1,-2.0,-0.7%,7.9%,i,-0.6%,0.7%,-5.9%,?,-1.9%
CC(C)N1C[C@@]23C=C[C@@H](O2)C(C(=O)OCc2ccccc2)[C@H]3C1=O (stereo partly specified),-0.9,0.3%,11.7%,i,-1.9%,0.1%,9.7%,i,-6.6%
O=C(NN=C1CCCCCC1)c1ccc2c(c1)OCO2,-0.7,0.8%,?,i,-2.8%,-0.3%,2.3%,i,-20.4%
Cc1ccc2oc(=O)n(Cc3ccccc3)c2c1,1.1,-2.7%,21.2%,i,0.8%,0.2%[9.22 µM],1.5%,i,-1.0%
CCOC(=O)Cc1nnc(NC(=O)CSc2nnc3c(n2)[nH]c2ccccc23)s1,0.8,1.9%,?,i,-1.1%,0.3%,-10.2%,i,14.0%
Cc1cccc(-c2c3c(=O)n(C)c(=O)n(C)c3c3nnc4ccccc4n23)c1,2.0,-6.7%,2.9%,i,/,-0.5%,-9.0%,?,-2.6%
CS(=O)(=O)N(CC(=O)NCCSc1ccccc1)c1cc(C(F)(F)F)ccc1Cl,/,0.6%,3.0%,/,/,-0.9%,0.0%,i,-7.5%
Cn1c(=NC(=O)CCl)sc2ccccc21,0.4,-7.7%,?,i,-1.9%,?,?,31.6µM*,11.2µM*
CCOC(=O)C1(CCCc2ccccc2)CCN(C(=O)c2n[nH]c(CC)c2C)CC1,-0.1,/,/,i,/,9.2%,?,i,-29.8%
c1ccc2c(c1)nc(-c1ccncc1)n2CCNc1nc(CN2CCCCC2)cs1,-0.4,-0.3%,1.9%,i,-0.3%,0.2%,?,i,-11.2%
O=C1CC(C(=O)Nc2ccccc2C(=O)O)C(c2ccccc2)O1 (stereo unspecified),-0.8,2.8%,/,i,-1.5%,0.0%,4.5%,i,15.5%
Cc1ccc(NC(=O)Cc2ccccc2)cc1S(=O)(=O)N1CCOCC1,-0.2,-3.3%,-3.6%,i,1.7%,-0.5%,-2.5%,?,5.1%
COc1ccccc1CNC(=O)CCc1nnc2ccc(NCCCN3CCCC3=O)nn12,-1.7,10.7%,23.0%,i,-1.6%,-0.1%,15.9%,i,1.4%
CCOC(=O)N1CCN(C(=O)Cn2nc(C)n3nc(-c4ccc(CC)cc4)cc3c2=O)CC1,1.4,0.6%,11.0%,i,1.9%,-0.6%,-2.5%,i,-0.7%
N#CC1=C(N)Oc2cc(O)c(Cl)cc2C1c1ccccc1F (stereo unspecified),1.3,10.5%,-3.2%,i,0.1%,-0.2%,-21.6%,/,-14.9%
CC(/C=C1\SC(=S)N(NC(=O)c2ccncc2)C1=O)=C\c1ccccc1,-1.4,?,-9.1%,i,-4.0%,23.4%,26.1%,i,3.8%
COc1cc(CNCCc2ccccc2)cc(Br)c1OCC(=O)Nc1ccccc1C,0.8,-8.9%,1.9%,i,-4.0%,-3.7%,?,28.2µM*,-116.0%
Cc1ccc(-c2nc3c(C)cc(Br)cn3c2Cc2cccc(F)c2)cc1,0.2,/,/,i,/,8.8%,/,i,/
COc1ccc(C)cc1-n1c(SCC(=O)NCC2CCCO2)nc2c([nH]c3ccccc32)c1=O (stereo unspecified),-0.3,?,-7.9%,i,?,3.4%,?,i,-26.5%
Cc1ccccc1NC(=S)NNC(=O)c1ccco1,-2.3,0.3%,25.0%,i,-1.2%,2.8%,-0.7%,i,2.0%
Cc1sc(NC(=O)C2C3CCC(O3)C2C(=O)O)c(C(=O)OC(C)C)c1-c1ccc(Cl)cc1 (stereo unspecified),-1.3,12.8%,21.9%,i,-1.0%,0.9%,0.2%,i,-5.4%
O=C(CC1SC(=Nc2ccc(OC(F)F)cc2)N(CCC2=CCCCC2)C1=O)Nc1ccccc1F (stereo unspecified),-0.1,-17.4%,20.6µM*,i,2.4%,6.9%,0.0%,i,-6.5%
CCN(CC)S(=O)(=O)c1ccc(NC2c3ccccc3C(=O)N2c2ccc(C)cn2)cc1 (stereo unspecified),0.5,28.4%,22.2%,i,0.9%,2.1%,-14.7%,i,-8.0%
